# Assay outcomes deposited in PubChem by several laboratories.
# RBBP9 inhibitor – inhibitors of human serine hydrolase RBBP9; O75884; inhibition, % at 7.94 µM; AID 1515; recombinant RBBP9, FP-Rh probe fluorescence polarization; 220,000 tested, 0.2% active;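 active = inhibition above the campaign mean of all tested compounds plus 3 SD, cut at about 14% in these data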;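 note: plate controls were DMSO wells with RBBP9 for no effect and wells lacking RBBP9 protein for full effect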
#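 System: RBBP9 protein / Quantity: 2.5 µM RBBP9 dispensing solution, before mixing / Also added: Serine-hydrolase probe FP-Rh, 375 nM pre-mixing / Dosing: 7.94 µM single dose, 0.794% DMSO / Timing: enzyme-compound preincubation 30 min, then probe labeling 45 min, 25 °C / Signal: FP readout at 525/598 nm / Controls: DMSO-treated enzyme wells and wells lacking RBBP9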
# PGE2 EP2 inh – inhibitors of human EP2 prostaglandin E2 receptor; 260,000 tested, 0.52% active; AID 1422; inhibition, % at 25 µM; C6 glioma cells expressing human EP2, cAMP TR-FRET; cells stimulated with saturating PGE2; P43116;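 active = percent inhibition above 40 after rounding to a whole number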;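 note: rat C6 glioma host cells with rolipram phosphodiesterase inhibitor present; the protocol text gives 20 µM as final concentration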
# TNF necrop inh – TNF-alpha cell death inhibition in Jurkat FADD-/- cells; Jurkat FADD-/- TNF necroptosis rescue, ATP luminescence, 24 h; 0 = TNF only, 100 = no-TNF cells; activation (protection from cell death), % at 10 µM; 220,000 tested, 0.068% active;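 active = activation, meaning protection from cell death, of at least 50% relative to plate controls; inactive = activation below 50%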;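 note: necroptosis triggered by 40 ng/mL TNF-alpha added together with compound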
# Hck-Nef inh – blocks Nef-activated human Hck kinase. Recombinant Hck-YEEI plus Nef, Z-Lyte FRET kinase assay. inhibition, % at 20 µM. 220,000 tested, 0.68% active. AID 463187;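 active = Hck-Nef kinase inhibition above about 50%, limit read from the data; inactive = inhibition below that limit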;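 note: 0% = DMSO with Hck plus Nef and 100% = Hck alone without Nef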
# zVAD death inh – L929 zVAD cell death inhibition. L929 zVAD necroptosis rescue, ATP luminescence, 24 h; with zVAD 60 µM. AID 1377. viability rescue, % at 10 µM. 220,000 tested, 0.38% active;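 active = activation, scaled between plate controls, above about 75%, limit read from the data; inactive = activation under that limit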;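 note: 0% = zVAD with DMSO and 100% = DMSO alone without zVAD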
# Runt-CBFb FRET – Runt domain-CBFb interaction inhibition; Q01196+Q13951; Cerulean-Runt/Venus-CBFb FRET ratio 530/480, 1 h; inhibition, % at 20 µM; 220,000 tested, 0.46% active; AID 1496;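 active = inhibition over about 50% at 20 µM in the single-dose screen, limit read from the data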;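 note: 0% = DMSO wells and 100% = excess unlabeled CBFb competitor control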
#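 test system = Cerulean-tagged RUNX1 Runt domain (FRET donor) fusion protein | reagent = Venus-CBFb binding partner, 100 nM | incubation = protein complex preformed 1 h, compound exposure 1 h, room temperature, dark | detection = FRET fluorescence | read-out basis = loss of energy transfer signal | controls = 5 µM unlabeled CBFb as full-inhibition high control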
# Runt-SMMHC FRET – Runt domain-CBFb-SMMHC interaction inhibition. 220,000 tested, 0.74% active. AID 1434. Cerulean-Runt/Venus-CBFb-SMMHC FRET ratio 530/480, 1 h. inhibition, % at 20 µM;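 active = mean inhibition across duplicate retests at 20 µM reaching about 50%, limit read from the data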;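 note: 0% = DMSO wells and 100% = wells with excess untagged CBFb-SMMHC; inhibitors lower the FRET ratio by blocking Runt binding to CBFb-SMMHC; some results filed as inactive read as strong as hits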
# EP2 modulator – EP2 receptor (human) modulation | EP2-expressing cells, cAMP HTRF FRET, PGE2 co-stimulation | induction, % at 25 µM | 260,000 tested, 0.83% active | AID 940;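 active = compounds whose cAMP rise, as percent of the full-agonist control response, exceeds 60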;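 note: rat C6 glioma line stably carrying human EP2 under a CMV promoter; the protocol text gives 20 µM as final concentration; 100% = response of wells given 1 µM PGE2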
# PERK inhibitor – human PERK inhibition, primary cell-based screen. CHO PERK-DD fusion, SEAP luminescence translation reporter. inhibition, % at 5.6 µM. 220,000 tested, 0.17% active;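 active = inhibition above the mean inhibition of all tested compounds plus 3 SD, set separately per screening campaign, cut at about 2.9% in these data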;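 note: PERK kinase domain activated by AP20187 dimerizer at 100 nM; 0% = DMSO with dimerizer and 100% = rapamycin at 8.4 µM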
# Target sequence (Q9NZJ5 whole entry, looked up, the tested form may be a part): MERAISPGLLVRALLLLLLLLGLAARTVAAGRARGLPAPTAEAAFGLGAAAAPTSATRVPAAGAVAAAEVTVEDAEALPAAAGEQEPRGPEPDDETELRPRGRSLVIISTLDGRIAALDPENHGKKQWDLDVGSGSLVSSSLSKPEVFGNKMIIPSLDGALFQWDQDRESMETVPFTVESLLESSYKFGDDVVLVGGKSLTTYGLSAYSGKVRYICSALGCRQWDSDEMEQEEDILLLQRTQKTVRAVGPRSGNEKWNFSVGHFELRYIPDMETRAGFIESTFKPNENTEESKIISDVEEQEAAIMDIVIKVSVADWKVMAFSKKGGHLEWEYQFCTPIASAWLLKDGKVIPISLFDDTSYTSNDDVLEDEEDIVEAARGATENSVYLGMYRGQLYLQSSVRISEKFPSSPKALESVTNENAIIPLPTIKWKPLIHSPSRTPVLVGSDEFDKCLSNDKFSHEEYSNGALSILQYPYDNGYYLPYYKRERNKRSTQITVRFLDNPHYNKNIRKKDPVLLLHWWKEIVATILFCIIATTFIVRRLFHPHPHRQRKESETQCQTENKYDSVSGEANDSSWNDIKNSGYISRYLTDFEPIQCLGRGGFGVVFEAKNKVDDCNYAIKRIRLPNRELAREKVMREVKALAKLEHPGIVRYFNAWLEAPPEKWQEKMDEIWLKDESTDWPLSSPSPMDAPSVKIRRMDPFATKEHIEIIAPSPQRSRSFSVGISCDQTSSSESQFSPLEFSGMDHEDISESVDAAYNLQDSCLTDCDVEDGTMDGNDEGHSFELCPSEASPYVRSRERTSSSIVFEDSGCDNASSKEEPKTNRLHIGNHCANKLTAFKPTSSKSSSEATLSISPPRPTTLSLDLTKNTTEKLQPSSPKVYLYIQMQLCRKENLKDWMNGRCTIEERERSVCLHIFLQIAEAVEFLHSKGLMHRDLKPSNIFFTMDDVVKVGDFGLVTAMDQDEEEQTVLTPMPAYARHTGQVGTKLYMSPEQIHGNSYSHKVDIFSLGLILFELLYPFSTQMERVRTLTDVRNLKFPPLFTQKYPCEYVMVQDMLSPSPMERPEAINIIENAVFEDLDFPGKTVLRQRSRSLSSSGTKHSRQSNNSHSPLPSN
# Starred values were filed as active, the others as inactive; nt = not tested or not shown; & = joins results of further samples. A portion of the library; count on the stated rates, not on these rows.
SMILES,RBBP9 inhibitor,PGE2 EP2 inh,TNF necrop inh,Hck-Nef inh,zVAD death inh,Runt-CBFb FRET,Runt-SMMHC FRET,EP2 modulator,PERK inhibitor
Cc1nn(Cc2ccccc2Cl)c(Cl)c1/C=C/C(=O)OCC(=O)NC(N)=O,-12,9,-1.4,-19,1.0,3,2,2,0.0
COCCn1c(SCC(=O)Nc2ccc(S(=O)(=O)N3CCOCC3)cc2)nc2ccccc21,-7,6,-1.1,2,0.2,-2,2,14,-0.7
CC(C)NC(=S)NC(=O)/C=C/c1cccc2ccccc12,-11,2,0.5,-3,0.3,-1,-1,-22,-0.1
CC(C)CCN1CCN(Cc2cc(F)ccc2-n2cccn2)CC1CCO (stereo not drawn),-4,6,0.3,17,0.1,-1,-3,-5,-0.7
c1ccc(OCCOc2ccccc2-c2nnco2)cc1,2,23,-3.1,5,-0.4,-2,-3,-6,0.5
CC(C)Nc1ccc(C(CC(N)=O)NC(=O)Cc2ccc(Br)cc2)cc1[N+](=O)[O-] (stereo not drawn),nt,18,4.4,22,4.4,-7,-5,-11,nt
CCOC(=O)c1cccc(NC(=O)CSc2nnc(-c3ccoc3C)n2CCOC)c1,-2,10,1.3,1,0.3,0,4,4,-0.7
CCOC(=O)c1ccccc1NS(=O)(=O)c1ccccc1,-7,8,-0.3,12,-0.9,-2,2,14,0.9
O=C1c2ccccc2C(=O)N1CCn1c(=O)oc2ccccc21,-8,7,-1.8,7,0.7,2,2,-6,1.2
O=C(CCNC(=O)c1ccc(Cl)cc1)Nc1c(F)c(F)cc(F)c1F,3,5,0.6,5,nt,-2,2,-20,0.5
NC(=O)C1CC(=O)N(Cc2ccc3c(c2)OCO3)C(=Nc2ccccc2)S1 (stereo not drawn),6,3,-5.2,2,-0.5,-2,4,14,0.0
O=[N+]([O-])c1ccc(/C=N/n2c(COc3ccccc3)n[nH]c2=S)cc1,1,1,-2.3,1,0.6,10,5,-35,0.3
Cc1ccc(C(=O)OCCc2sc[n+](Cc3ccccc3)c2C)cc1,-1,10,-1.0,1,0.1,2,3,2,0.2
Cn1c(=O)c2c(nc(N3CCOCC3)n2Cc2c(F)cccc2Cl)n(C)c1=O,-12,8,-3.6,0,0.9,1,4,0,0.6
Cn1cccc1C(=O)OCc1cc(Cl)cc2c1OCOC2,9,13,0.6,0,0.2,4,0,56,-0.7
COc1ccc(/C=C2\CCCc3c2nc2ccc(C)cc2c3C(=O)O)cc1O,-2,11,1.0,-1,2.0,5,0,8,0.8
COc1ccccc1NC(=O)N(Cc1ccc2c(c1)OCO2)Cc1nc2ccccc2c(=O)[nH]1,-4,18,-2.7,-1,-0.3,0,2,37,0.8
CCCc1cc(=O)n2[nH]c(NCc3ccccc3F)nc2n1,0,10,1.1,3,0.6,1,2,2,0.9
Cc1ccc(-c2noc(CCC(=O)N3CCN(c4cccc(C(F)(F)F)c4)CC3)n2)cc1,-8,10,1.3,1,1.4,-10,-8,-3,0.6
Nc1nnc(-c2ccc(Cl)c(Cl)c2)s1,1,3,1.1,25,2.2,2,2,-27,-0.2

# Structures shown so far that have an aryl methoxy group:
SMILES,RBBP9 inhibitor,PGE2 EP2 inh,TNF necrop inh,Hck-Nef inh,zVAD death inh,Runt-CBFb FRET,Runt-SMMHC FRET,EP2 modulator,PERK inhibitor
COc1ccc(/C=C2\CCCc3c2nc2ccc(C)cc2c3C(=O)O)cc1O,-2,11,1.0,-1,2.0,5,0,8,0.8
COc1ccccc1NC(=O)N(Cc1ccc2c(c1)OCO2)Cc1nc2ccccc2c(=O)[nH]1,-4,18,-2.7,-1,-0.3,0,2,37,0.8

# Other results:
SMILES,RBBP9 inhibitor,PGE2 EP2 inh,TNF necrop inh,Hck-Nef inh,zVAD death inh,Runt-CBFb FRET,Runt-SMMHC FRET,EP2 modulator,PERK inhibitor
C=CCSc1nnc(NC(=O)COc2ccccc2)s1,-7,10,-1.1,-41,-0.3,1,0,0,-0.6
O=C(NC1CCCc2ccccc21)c1ccccc1Br (stereo not drawn),-3,nt,-1.5,1,-0.3,-1,-2,-2,0.4
CCN(CC)C(=O)CCS(=O)(=O)c1cccc2nonc12,-3,19,-0.4,18,7.0,2,1,13,1.5
CC1CCC(NC(=O)c2ccc(N3CCCC3=O)cc2)CC1 (stereo not drawn),11,2,-0.8,2,0.0,0,2,8,-0.7
COCC(C)n1c(SCc2ccc(C(=O)OC)o2)nc2ccccc2c1=O (stereo not drawn),-9,2,-2.5,1,-0.6,0,1,28,-0.8
COc1ccc2c(c1OC)CN(C)CCc1cc3c(cc1C(O)C2)OCO3 (stereo not drawn),1,20,-1.0,1,0.4,0,3,6,0.5
COc1ccccc1N1CCN(C(=O)c2c(-c3c(Cl)cccc3Cl)noc2C)CC1,1,20,0.0,0,0.0,-2,-6,-49,-0.9
CC(=O)Nc1ccc(S(=O)(=O)Oc2cccc(/C=N/N=C3/NC(=O)C(CC(=O)O)S3)c2)cc1 (stereo not drawn),-1,11,-0.9,5,2.3,1,2,8,1.0
CC(=O)Nc1ccc(NC(=O)CCCCCN2C(=O)c3ccccc3C2=O)cc1,-2,7,0.9,4,0.0,2,-2,-6,0.6
O=C(COC(=O)C1(c2ccc(F)cc2)CCCC1)NC1CC1,3,7,1.7,3,-0.9,1,0,25,0.7
Cn1nnnc1SCC(=O)Nc1nn(-c2ccccc2)nc1C(N)=O,-9,4,-1.6,15,-0.4,1,-3,5,0.1
O=C(O)c1nn(CCOc2cccc(Cl)c2)c(=O)c2ccccc12,-1,1,-0.6,0,8.2,-3,0,-25,1.1
CC(=O)Nc1sc2c(c1CN1CCCC1)CCCC2,2,7,1.4,22,0.2,0,-1,21,0.0
Cc1nnc2n1CCCCC2,3,6,-0.3,13,-0.7,1,2,11,0.5
COc1ccc(NS(=O)(=O)c2cc(NC(=O)c3ccc(F)cc3)ccc2OC)cc1,-8,18,1.4,0,3.8,0,6,-42,-0.6
N#Cc1ccc(-c2ccco2)nc1SCc1ccccc1,-7,10,0.7,4,-0.1,4,-2,54,0.9
Cc1ccc2c(CC(=O)N3CCN(c4ccccc4)CC3)coc2c1,3,8,1.6,18,2.4,-1,-2,-61,0.7
Cc1cc(C)c(C)c(OCCCOc2cccc3cccnc23)c1,-8,4,4.5,2,0.5,-6,-4,-63,1.4
Oc1ccc(CCc2n[nH]c(=S)n2-c2ccc(F)cc2)cc1,1,14,0.5,10,0.2,5,7,4,0.9
Cc1ccc(OCC(=O)O/N=C(\N)Cc2ccc(Cl)cc2)cc1,-11,11,0.1,-2,0.1,1,-71,14,0.0
CCOC(=O)CSc1nnc2c(n1)C1(C)CCC2C1(C)C (stereo not drawn),1,12&7,-0.2,1,0.6,-2,6,10&-2,-0.1
CN(C)/C=C/C(=O)c1ccccc1F,-6,13,-1.2,0,0.1,-1,-5,0,1.9
COc1cc(OC)cc(C(=O)N(Cc2cc3cc(C)ccc3[nH]c2=O)C(C)C)c1,-2,19,-0.7,1,0.6,-2,2,-7,0.8
O=S(=O)(c1ccccc1)c1ncc(C(F)(F)F)cc1O,-3,8,-2.3,22,11,0,2,27,0.5
COc1cnc(-c2ccccc2)nc1Oc1ccccc1C,1,19,-1.8,0,0.1,-1,0,29,0.4
CCc1cc2c(C)cc(C)cc2nc1SCC(=O)Nc1cc(C)on1,3,5,1.3,24,-0.3,-4,0,35,2.1
CCOC(=O)C1CCN(C(=O)c2c(C)oc3c2C(=O)c2ccccc2C3=O)CC1,-4,25,-19,-3,nt,2,-6,-29,0.3
O=C(CSc1nc2ccccc2c(=O)[nH]1)NCc1ccc(Cl)cc1,1,nt,2.2,1,0.8,1,2,-8,-0.1
Cc1cccc(/C=N/n2c(C)cc(C)c(C#N)c2=O)c1,8,5,-1.1,11,-0.2,0,0,17,1.2
CCOCC(=O)Nc1c(C(=O)Nc2ccc(OC)cc2OC)oc2ccccc12,-6,10,0.1,3,2.0,-1,-1,34,0.7
COc1cccc(NC(=O)c2ncn[nH]2)c1,-4,11,-1.1,4,0.0,1,-4,-3,1.4
COc1ccc(/C=N/NC(=O)CC(=O)NCc2cccnc2)cc1,-2,11,-3.0,-1,0.0,0,-11,-2,-0.1
O=C(O)c1ccc(Cl)c(S(=O)(=O)Nc2ccc3cn[nH]c3c2)c1,-9,7,0.0,1,1.3,0,0,-51,1.6
COc1ccc(C2c3c(ncn(CCN4CCOCC4)c3=N)Oc3ccc4ccccc4c32)cc1OC (stereo not drawn),-2,1,-4.7,1,-0.3,1,-2,-12,-0.9
CCCn1c(N)[n+](CC(=O)c2ccco2)c2ccccc21,-4,8,-0.5,-1,-0.2,0,-2,-9,-0.2
O=C1C=CC(=O)N1c1ccc(N2CCCCC2)cc1,15*,106*,-3.4,-71,-0.3,25,19,-66,3.2*
CCOc1ccc(NC(=O)c2cccnc2SC)cc1,-1,6,0.4,20,2.3,-2,-4,4,0.3
O=C(Nc1ccccc1)c1ccc(Cn2cc(C(F)(F)F)ccc2=O)cc1,-3,7,-3.0,0,0.6,nt,-1,-2,-0.1
O=S(=O)(c1ccccc1Br)N1CCC(O)(c2cccnc2)CC1,-6,8,0.9,15,1.0,0,3,-15,0.3
COc1ccc(NC(=S)Nn2cnnc2)cc1OC,2,7,1.3,11,0.5,26,-2,9,1.2
S=c1nc(-c2ccccc2)[nH]c2ccccc12,-10,19,-2.6,-5,2.3,10,5,28,-0.6
COCCN1C(=O)CC(NNC(=O)c2ccc(S(=O)(=O)N3CCCC3)cc2)C1=O (stereo not drawn),-10,4,1.1,18,3.0,-1,-1,22,1.6
COc1ccccc1-c1nc(NC(C)=O)n[nH]1,-8,10&12,-0.2,-3,2.8,6,-3,-2&-24,0.1
COc1ccc(OCC(O)CN2CCCCCC2)cc1 (stereo not drawn),-9,7,-0.1,10,-0.8,-2,7,7,-0.1
Cc1ccc(N=C(N)N=C(N)N)c(C)c1,7,5,2.9,27,0.5,2,2,19,1.7
CCOC(=O)N1CCN(CC(O)COC2CC(C)CCC2C(C)C)CC1 (stereo not drawn),-3,14,-1.5,-26,0.7,-2,0,34,-1.0
CCN1CN(CCc2ccccc2)CNC1=S,-6,0,1.9,6,-0.4,0,3,18,1.2

# One compound at a time, from the list above. Values in the order: RBBP9 inhibitor, PGE2 EP2 inh, TNF necrop inh, Hck-Nef inh, zVAD death inh, Runt-CBFb FRET, Runt-SMMHC FRET, EP2 modulator, PERK inhibitor
# COc1ccc(OCC(O)CN2CCCCCC2)cc1 (stereo not drawn) is listed with -9, 7, -0.1, 10, -0.8, -2, 7, 7, -0.1
# COc1ccccc1-c1nc(NC(C)=O)n[nH]1 is listed with -8, 10&12, -0.2, -3, 2.8, 6, -3, -2&-24, 0.1
# S=c1nc(-c2ccccc2)[nH]c2ccccc12 is listed with -10, 19, -2.6, -5, 2.3, 10, 5, 28, -0.6
